GPR7 antag: human neuropeptides B/W receptor 1 antagonism. AID 1861. P48145. inhibition, % at 4.4 µM. GPR7-expressing cells, fluorescence antagonist assay. 290,000 tested, 1.1% active; in the data active = inhibition above about 16%, passing the limit was not always enough;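 note: cells stimulated with the agonist NPW; 0% = agonist with vehicle and 100% = vehicle without agonist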
Target sequence (P48145 whole entry, looked up): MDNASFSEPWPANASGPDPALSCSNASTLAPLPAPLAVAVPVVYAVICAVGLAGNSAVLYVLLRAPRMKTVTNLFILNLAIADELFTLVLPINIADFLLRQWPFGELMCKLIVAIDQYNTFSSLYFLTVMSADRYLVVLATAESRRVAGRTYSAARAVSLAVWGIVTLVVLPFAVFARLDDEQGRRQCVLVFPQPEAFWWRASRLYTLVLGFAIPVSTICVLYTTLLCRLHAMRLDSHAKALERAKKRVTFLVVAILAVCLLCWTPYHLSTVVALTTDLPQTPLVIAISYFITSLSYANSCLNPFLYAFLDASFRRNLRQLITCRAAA
p-CIP stab down: compounds decreasing mouse p/CIP protein stability | F442A p/CIP-EGFP cells, EGFP fluorescence, 16 h | Q05BA5 | AID 1984 | decrease of EGFP signal, % at 10 µM | 290,000 tested, 0.01% active;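 active = EGFP signal decrease of at least 30% at 10 µM or well 3 SD below plate mean, unless failing retest; inactive = the rest, including hits failing retest or dose response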; note: some compounds called inactive have numbers as strong as hits; many of its hits are not listed in these tables
IDE cell inh: inhibitors of human insulin-degrading enzyme in cells. 320,000 tested, 0.41% active. inhibition, % at 5.59 µM. HEK cells, FAbetaB cleavage, fluorescence polarization. AID 434962;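 active = percent inhibition above the average of all tested compounds plus 3 SD, set per screening campaign, cut at about 16% in these data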;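 note: IDE supplied by intact live HEK cells; FP after avidin binding of uncleaved biotin substrate so inhibition keeps polarization high; 0% = DMSO wells and 100% = 60 µM reference IDE inhibitor Ii1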
M18AAP inhibitor: blocks P. falciparum M18 aspartyl aminopeptidase; recombinant PfM18AAP, H-Glu-NHMec fluorogenic cleavage; inhibition, % at 7.35 µM; 290,000 tested, 1.2% active;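 active = inhibition above the campaign mean inhibition over all tested compounds plus 3 SD, cut at about 28% in these data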;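 note: 0% = plate median of test compound wells and 100% = 2 mM ZnCl2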
IDE act: activators of human insulin-degrading enzyme in cells; P14735; HEK cells, FAbeta-B cleavage, fluorescence polarization; 0% vehicle, 100% cell-free pure enzyme wells; activation, % at 5.96 µM; 340,000 tested, 0.073% active;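 active = activation above the mean of all tested compounds plus 3 SD, set per screening campaign, cut at about 17% in these data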
VIM-2 inh: blocks Pseudomonas aeruginosa VIM-2 metallo-beta-lactamase. inhibition, % at 5.6 µM. purified VIM-2, nitrocefin hydrolysis, epi-absorbance fluorescence. 290,000 tested, 0.89% active;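 active = inhibition above the mean of all tested compounds plus 3 SD, cutoff set per screening run, cut at about 7.5% in these data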;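 note: red hydrolysis product quenches plate fluorescence so inhibitors raise well fluorescence; 0% = enzyme with DMSO and 100% = DMSO without enzyme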
PHOSPHO1 inh: PHOSPHO1 (human) inhibition. Q8TCT1. recombinant PHOSPHO1, absorbance phosphatase assay. inhibition, % at 13.3 µM. 290,000 tested, 1.1% active. AID 1565; in the data active = inhibition above about 60%
Target sequence (Q8TCT1 whole entry, looked up): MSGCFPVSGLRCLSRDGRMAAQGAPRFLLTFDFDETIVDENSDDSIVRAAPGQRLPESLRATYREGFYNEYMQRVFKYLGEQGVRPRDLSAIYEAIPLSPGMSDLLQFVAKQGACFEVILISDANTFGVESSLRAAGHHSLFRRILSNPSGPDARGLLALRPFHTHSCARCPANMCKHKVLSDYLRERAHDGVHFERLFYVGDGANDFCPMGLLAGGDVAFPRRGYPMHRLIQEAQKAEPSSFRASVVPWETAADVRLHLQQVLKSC
IMP-1 inh: inhibitors of Pseudomonas aeruginosa IMP-1 metallo-beta-lactamase | AID 1556 | purified IMP-1, nitrocefin hydrolysis, epi-absorbance fluorescence | 290,000 tested, 0.45% active | inhibition, % at 5.6 µM;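 active = inhibition above the mean plus 3 SD of all compounds in the same screening run, cut at about 4.5% in these data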;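 note: 0% = IMP-1 with DMSO and 100% = DMSO wells lacking enzyme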
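System: purified IMP-1; amount: IMP-1 0.2 nM before substrate addition; compound: single dose, 5.6 µM; times: 25 °C, 15 min preincubation, 25 min reaction; signal: Epi-absorbance via hydrolysed-nitrocefin quenching of white-plate fluorescence, 480/530 nm, EDTA stop; benchmarks: DMSO with and without IMP-1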
NALP1 yeast inh: NALP1 inhibition | 280,000 tested, 0.61% active | inhibition, % at 10 µM | S. cerevisiae NALP1/ASC/caspase-1 growth, X-gal OD620, 72 h; in the data active = inhibition mostly above about 24%, no sharp cut-off; inactive = mostly below about 32%; note: some compounds called inactive have numbers as strong as hits
Active calls of the source: *; x = no result given.

SMILES | GPR7 antag | p-CIP stab down | IDE cell inh | M18AAP inhibitor | IDE act | VIM-2 inh | PHOSPHO1 inh | IMP-1 inh | NALP1 yeast inh
O=C(CCN1C(=O)S/C(=C\c2ccccc2)C1=O)NC1CCS(=O)(=O)C1 (centres undefined) | -10.3 | -7.1 | 7.2 | 12.4 | -4.3 | -0.4 | 31.5 | -0.9 | -9.5
O=C(CCOc1ccccc1)Nc1ccnn1C1CCN(Cc2ccc(F)cc2)CC1 | 1.7 | -5.0 | -1.4 | -9.2 | -7.3 | -1.8 | 27.6 | -3.4 | 27.1
COCCn1nnnc1C(c1cccc(OC)c1OC)N1CCN(C(=O)c2ccco2)CC1 (centres undefined) | 9.8 | 6.1 | -1.9 | -0.4 | -2.2 | -0.6 | 37.0 | -2.1 | -0.1
CC(C)Cn1c(=O)c(C(=O)Nc2cnccn2)c(O)c2ccccc21 | -3.0 | -12.7 | 6.6 | -4.9 | 3.1 | -0.8 | 14.5 | -0.5 | 23.2
COc1ccc(CC(=O)NCC(=O)Nc2ccccc2Br)cc1 | -14.5 | -3.9 | 5.8 | -0.6 | 1.9 | -5.3 | 7.0 | -3.6 | 15.7
CC(=O)c1ccc(NC(=O)C2CCCN2S(=O)(=O)c2cccc3cccnc23)cc1 (centres undefined) | -3.4 | -0.5 | -0.4 | -3.5 | 1.6 | -4.8 | 0.3 | -1.1 | -13.1
NS(=O)(=O)c1cc(C(=O)OCC(=O)NC2CC2)ccc1Cl | -8.2 | -3.8 | 0.5 | 3.8 | 2.0 | -3.6 | -1.2 | -2.9 | 15.9
CS/C(=C(/C#N)S(=O)(=O)c1ccc(Cl)cc1)N1CCOCC1 | -0.2 | 7.8 | 11.7 | -2.5 | x | 0.2 | -7.0 | -0.5 | x
O=C(Nc1cccc2ncccc12)c1cccc(F)c1 | -7.0 | -4.2 | 2.8 | -1.5 | -2.3 | -1.2 | -2.8 | -2.2 | 19.6
CCOc1ccc(-c2nc3scc(-c4cccs4)c3c(=O)[nH]2)cc1 | -1.8 | -7.5 | 2.9 | -2.7 | 2.1 | -2.1 | 22.8 | -1.7 | -6.6
Cc1cc(C(=O)c2cnc(/N=C/N(C)C)s2)c(F)cc1Cl | -13.7 | 5.6 | 3.4 | -8.0 | 8.6 | 0.5 | 26.5 | -0.4 | -0.8
Cc1[nH]c2ccccc2c1C(=O)CN1C(=O)NC2(CC(C)CC(C)(C)C2)C1=O (centres undefined) | 18.6* | -2.9 | 3.2 | -6.6 | 2.9 | 0.1 | -4.9 | -2.0 | 33.9
Cc1cc(C(=O)CSc2nnnn2C)c(C)n1C1CC1 | 8.1 | 4.8 | -4.8 | 3.8 | 0.6 | 1.3 | 4.4 | -1.9 | 1.0
CC(C)Sc1nc(N2CCOCC2)c2c3c(sc2n1)COC(C)(C)C3 | -16.4 | -3.7 | 0.8 | 1.8 | 7.4 | -2.6 | 43.3 | -2.2 | 5.4
COc1ccc(OC)c(S(=O)(=O)Nc2ccc(O)c3ccccc23)c1 | -3.0 | -14.4 | 4.5 | 8.1 | -0.9 | 4.3 | 17.4 | -0.4 | 104.5*
NS(=O)(=O)c1ccc(NC(=O)Cn2nc(C(=O)O)c3ccccc3c2=O)cc1 | 2.8 | -8.4 | 1.4 | -14.2 | -1.2 | 0.9 | 4.3 | -1.7 | 15.4
COC(=O)c1cc(O)cc(OC)c1C(=O)c1c(O)cc(C)cc1O | x | -6.1 | 6.2 | x | 6.0 | x | 13.0 | x | -3.7
O=S(=O)(NCc1cccnc1)c1cccc2nsnc12 | 1.3 | 3.5 | -1.3 | 3.0 | 6.7 | -2.8 | 10.2 | -3.5 | 6.0
O=C(N/N=C\c1cc([N+](=O)[O-])ccc1N1CCCC1)c1ccccn1 | -8.4 | -4.8 | 0.6 | 1.0 | 1.2 | -2.6 | 51.4 | -2.9 | 12.9
Cc1nn(C)c(Cl)c1C(=O)NCC(=O)NCc1ccccc1 | -6.0 | -9.1 | 6.6 | -2.9 | 4.4 | -1.2 | 32.6 | -4.0 | 2.4
CCC(Sc1nc(=O)cc(N)n1CCc1ccccc1)C(=O)Nc1ccccc1C#N (centres undefined) | -1.9 | 6.7 | 1.9 | -7.3 | 3.7 | -3.7 | 27.6 | -3.2 | -9.4
CC1CCN(S(=O)(=O)c2cccc(C(=O)Nc3ccccn3)c2)CC1 | -10.6 | -3.7 | 3.2 | 8.6 | -2.9 | -0.9 | 6.3 | -2.5 | 6.5
CC1(C)CC(=O)C=C(NCc2ccccc2)C1 | -9.0 | -9.7 | 9.4 | -3.4 | 1.0 | -1.7 | -48.6 | -4.0 | 11.1
CC1C(=O)O[C@@H]2C[C@@H](C)[C@@H]3CCC(=O)[C@@]3(C)[C@@H](O)[C@H]12 (some centres undefined) | x | 3.3 | 2.7 | x | -2.0 | x | 4.5 | x | 10.5
O=C(CCN1C(=O)S/C(=C/c2ccccc2)C1=O)Nc1ccc(C(=O)O)c(O)c1 | 6.1 | -3.8 | -0.6 | 17.7 | 5.1 | -0.6 | 34.4 | -2.6 | -17.1

(cont.)
SMILES | GPR7 antag | p-CIP stab down | IDE cell inh | M18AAP inhibitor | IDE act | VIM-2 inh | PHOSPHO1 inh | IMP-1 inh | NALP1 yeast inh
O=C(CSc1nc2ccccc2o1)Nc1ccccc1 | 0.5 | -15.7 | 4.8 | 5.1 | 0.9 | -0.5 | 28.7 | -1.0 | 6.1
O=[N+]([O-])c1cccc(CN(CCO)Cc2ccccc2)c1 | 10.5 | -7.5 | -1.3 | -2.3 | 8.3 | -0.9 | 19.5 | -3.9 | 27.6
Cc1c(C)c2ccc(OS(C)(=O)=O)cc2oc1=O | -6.8 | -16.3 | 0.0 | 4.5 | 1.0 | -2.8 | -9.8 | -3.4 | 19.2
CC(NC(=O)Cc1ccccc1)c1cc2c(cc1Br)OCCCO2 (centres undefined) | -1.4 | -9.9 | 5.6 | -3.9 | -2.2 | -1.3 | -5.8 | 0.1 | 31.3
CC(=O)N(c1nc(CCl)cs1)c1ccc(C)cc1C | 10.0 | -2.1 | -4.4 | -3.4 | 3.8 | -2.9 | 24.7 | -1.0 | 10.7
Cc1c(C(=O)N2CCC(C(N)=O)CC2)sc(N)c1C#N | -15.6 | -2.8 | -1.6 | -1.3 | 0.5 | -2.8 | -0.3 | -1.5 | 30.0
O=C(O)Cc1csc(NC(=O)CSc2nnnn2-c2ccc(O)cc2)n1 | -13.6 | -6.8 | 4.0 | 2.9 | 2.4 | -3.7 | 46.4 | -2.7 | x
CC1N(O)C(C)(C)C(c2ccccc2)=[N+]1[O-] (centres undefined) | -3.8 | -7.9 | -3.8 | -2.7 | 5.3 | 0.7 | -2.3 | -1.7 | 28.9
Cc1nc2ccc(NC(=O)COc3ccccc3F)cc2s1 | -3.9 | -2.6 | 8.5 | -0.8 | 3.9 | -1.9 | 28.3 | -0.8 | 16.0
O=C(CSc1ncccc1C(=O)O)c1ccccc1F | -9.7 | 0.0 | 6.7 | 4.1 | 7.0 | 2.0 | -102.9 | -0.7 | -2.9
COc1ccc(O[C@H]2C=C[C@@H](c3ccccc3)O[C@@H]2CO/N=C(\C)CCN2CCc3nc(-c4ccccc4)c(-c4ccccc4)cc3C2)cc1 | -3.4 | -0.9 | -1.1 | -0.1 | x | -2.7 | 13.3 | -0.9 | 32.5
Cc1ccsc1CN(C)Cc1nc(C2CC2)no1 | -0.3 | -4.9 | 3.9 | 1.5 | 4.3 | -3.8 | 41.1 | -3.5 | -3.9
CC1CN(CCOc2ccc(Cl)cc2Cl)CC(C)O1 (centres undefined) | -4.0 | -12.8 | 1.8 | 2.4 | 2.5 | -0.9 | -11.3 | -1.2 | 24.0
CC(C)Nc1ccc(C(CC(N)=O)NC(=O)c2ccccc2)cc1[N+](=O)[O-] (centres undefined) | 4.7 | 2.1 | 5.9 | -4.0 | 5.9 | -3.2 | 25.4 | -6.1 | 16.7
COc1ccccc1Nc1nc(-c2sc(NC(=O)c3ccc([N+](=O)[O-])cc3)nc2C)cs1 | -7.3 | -12.8 | 1.5 | 2.5 | x | -3.1 | -113.3 | -2.8 | 5.9
CN(C)CCCn1cnc2c1c(=O)[nH]c(=O)n2Cc1ccccc1 | 9.5 | 4.6 | 11.2 | -2.5 | 5.8 | 0.2 | 6.2 | -0.5 | 18.9
O=C1CCCN1CN(C(=O)c1ccc2c(c1)OCO2)c1cccc(Cl)c1 | -18.2 | -9.3 | 3.4 | -5.8 | 9.3 | -3.6 | 4.6 | -2.5 | -0.6
CCCCN1C2=NCCCN2c2ccccc21 | 1.8 | -9.4 | 8.2 | 2.5 | 2.6 | -1.6 | 22.9 | -2.2 | 6.1
Cc1ccc(C(=O)CSc2nnnn2C(C)C)c(C)c1 | 0.7 | -5.6 | 7.0 | -1.3 | 1.6 | -1.9 | 35.2 | -3.0 | 39.1
Cc1ccccc1NC(=O)CSC1=NCCN1 | -13.4 | 10.4 | 0.4 | 0.1 | 3.8 | -2.8 | -11.7 | -3.8 | 15.6
Cc1ccc(N2CC(C(=O)N3CCC(C(=O)Nc4nnc(C(C)C)s4)CC3)CC2=O)cc1 (centres undefined) | 4.8 | -15.7 | 0.7 | -8.5 | 0.0 | -1.4 | 28.0 | 1.6 | 11.8
Cn1c2ccccc2c2ncn(CCC3=CCCCC3)c(=O)c21 | -6.1 | 4.9 | 4.8 | -17.5 | -5.0 | -3.7 | -0.2 | -4.6 | -4.0
CCOc1ccc(NC(=O)CSc2nnc(C3CC3)n2N)cc1 | -16.4 | -12.3 | -3.1 | -11.3 | -2.9 | -5.5 | 43.6 | -3.8 | 6.9
COc1ccc(C2CC(=O)c3c(ccc4ccccc34)N2)cc1OC (centres undefined) | 2.5 | -16.4 | 10.7 | 11.6 | -0.6 | -5.3 | 29.8 | -1.9 | 14.4
O=C(Nc1ccc(Br)cc1)c1cc([N+](=O)[O-])cc([N+](=O)[O-])c1 | -7.3 | 1.6 | -3.1 | -10.9 | 5.0 | -0.5 | 35.6 | -0.7 | 15.3
O=C(NCCc1ccccc1)c1nnc(CS(=O)(=O)c2ccccc2)o1 | 1.6 | 1.4 | -1.2 | 0.5 | 6.4 | -1.0 | -5.6 | -3.1 | -5.8
Cc1cc(C)c2oc(-c3ccc(C)c(NC(=S)NC(=O)c4cccs4)c3)nc2c1 | -7.2 | -3.5 | 0.1 | 15.3 | 1.8 | -1.3 | 48.5 | -1.4 | 16.3
Cc1cc(C(=O)N/N=C/c2ccco2)n[nH]1 | 3.9 | 4.8 | 5.0 | -8.0 | 5.9 | 1.6 | 8.8 | -2.0 | 6.1
CCOc1ccc(N(C)S(=O)(=O)c2cnc[nH]2)cc1 | -12.9 | -11.7 | -0.9 | -9.4 | 3.8 | -0.9 | 27.9 | 1.1 | 19.0
C=CCNC(=S)Nc1ccc(N(C)C)cc1 | -8.7 | -0.5 | 3.3 | 5.8 | 1.9 | -1.5 | 21.0 | -3.9 | 5.9

Entries shown so far that contain a cyano group, in the order listed:
SMILES | GPR7 antag | p-CIP stab down | IDE cell inh | M18AAP inhibitor | IDE act | VIM-2 inh | PHOSPHO1 inh | IMP-1 inh | NALP1 yeast inh
CS/C(=C(/C#N)S(=O)(=O)c1ccc(Cl)cc1)N1CCOCC1 | -0.2 | 7.8 | 11.7 | -2.5 | x | 0.2 | -7.0 | -0.5 | x
CCC(Sc1nc(=O)cc(N)n1CCc1ccccc1)C(=O)Nc1ccccc1C#N (centres undefined) | -1.9 | 6.7 | 1.9 | -7.3 | 3.7 | -3.7 | 27.6 | -3.2 | -9.4
Cc1c(C(=O)N2CCC(C(N)=O)CC2)sc(N)c1C#N | -15.6 | -2.8 | -1.6 | -1.3 | 0.5 | -2.8 | -0.3 | -1.5 | 30.0

Screening results from PubChem.
